Bioassay records as filed in PubChem BioAssay.
Tb PYK inh: inhibitors of Trypanosoma brucei pyruvate kinase. TbPYK enzyme, Kinase-Glo Plus ATP luminescence, 45 min. Potency, µM (titrated, usually from 76.8 µM), inactives show at the top dose activity, negative = inhibition, most hits filed as inhibitors. 0.12% of 410,000 active. AID 624173. Q57TT1; further: potency means the concentration at half of the fitted maximal effect; nearly all actives have a fitted effect of over 50% in size
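Assay buffer: 50 mM TEA pH 7.2, 100 mM KCl, 10 mM MgCl2, 0.05% BSA, 0.01% Tween-20. Pyruvate kinase from T. brucei plus substrate met compound, then ADP (130 uM final). Luminescence was read post 45 min RT.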
LmPK inh: LmPK (Leishmania mexicana) enzyme inhibition; Potency, µM (highest dose often 57.5 µM), without a hit: at the top dose activity change, negative = inhibition, hits mostly inhibitors; purified LmPK, Kinase-Glo ATP luminescence, 1 h; 0.37% of 290,000 active; Q27686; further: potency means the concentration at half of the fitted maximal effect
Target sequence (Q27686 whole entry, looked up): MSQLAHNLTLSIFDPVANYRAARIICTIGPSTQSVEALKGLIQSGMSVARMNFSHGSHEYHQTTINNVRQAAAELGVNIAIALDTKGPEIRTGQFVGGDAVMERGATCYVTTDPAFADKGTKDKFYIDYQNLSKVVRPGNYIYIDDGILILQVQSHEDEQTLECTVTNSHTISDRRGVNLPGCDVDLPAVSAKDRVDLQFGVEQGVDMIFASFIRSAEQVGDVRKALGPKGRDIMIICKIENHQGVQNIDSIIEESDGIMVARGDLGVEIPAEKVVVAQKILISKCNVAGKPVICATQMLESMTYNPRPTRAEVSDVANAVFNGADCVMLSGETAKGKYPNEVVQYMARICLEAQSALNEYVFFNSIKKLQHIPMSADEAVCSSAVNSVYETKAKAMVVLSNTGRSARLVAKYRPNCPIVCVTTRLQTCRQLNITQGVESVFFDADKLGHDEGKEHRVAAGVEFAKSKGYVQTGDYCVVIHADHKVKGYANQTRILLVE
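qHTS format; LmPK 0.1 nM; substrates PEP 0.5 mM and ADP 0.1 mM. One-hour room-temperature incubation, then coupled luciferase luminescence; 0.5 nM enzyme wells mark activation.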
AMA1 RON2 block: disrupts binding of P. falciparum AMA1 to RON2; AlphaScreen AMA1-biotinylated RON2 peptide binding; Potency, µM (series often up to 58.2 µM), for inactives: top-dose activity change, negative = inhibition, hits mostly inhibitors; 0.2% of 360,000 active;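 further: potency means the concentration at half of the fitted maximal effect; 0% = vehicle wells and -100% = peptide control; nearly all actives have a fitted effect of over 45% in size; some results filed as inactive show a strong effect at the top dose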
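AMA1 (3D7) with his tag at 25 nM final met compounds first, then biotinylated RON2 peptide at 25 nM; detection used donor plus acceptor beads, 10 µg/mL apiece, read by AlphaScreen after 30 min at room temperature.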
HCV inhibitor: HCV inhibition; Huh7.5.1 HCVcc-Cre infection, luciferase reporter, 44 h; Potency, µM (titrated, usually from 41.8 µM), for the others: top-dose activity change, negative = inhibition, most hits filed as inhibitors; 3.4% of 340,000 active; further: potency means the concentration at half of the fitted maximal effect
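Reporter virus HCVcc-Cre (~0.5 moi) infects cells exposed to compound; seeding density 1,000 cells/well with 4 h settling beforehand. Luminescence, 15 sec read, taken 44 h post-infection following a 15 min RT substrate incubation.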
AmpC detergent: blocks E. coli AmpC beta-lactamase in detergent assay. P00811. AmpC hydrolysis of nitrocefin, absorbance 480 nm, 0.01% Triton. Potency, µM (series often up to 114 µM), for the others: at the top dose activity change, negative = inhibition, most hits filed as inhibitors. 0.041% of 370,000 active. AID 485294;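 further: potency means the concentration at half of the fitted maximal effect; 0% = no-compound wells and -100% = no-enzyme wells; nearly all actives have a fitted effect of over 25% in size; some results filed as inactive show a strong effect at the top dose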
Target sequence (P00811 whole entry, looked up): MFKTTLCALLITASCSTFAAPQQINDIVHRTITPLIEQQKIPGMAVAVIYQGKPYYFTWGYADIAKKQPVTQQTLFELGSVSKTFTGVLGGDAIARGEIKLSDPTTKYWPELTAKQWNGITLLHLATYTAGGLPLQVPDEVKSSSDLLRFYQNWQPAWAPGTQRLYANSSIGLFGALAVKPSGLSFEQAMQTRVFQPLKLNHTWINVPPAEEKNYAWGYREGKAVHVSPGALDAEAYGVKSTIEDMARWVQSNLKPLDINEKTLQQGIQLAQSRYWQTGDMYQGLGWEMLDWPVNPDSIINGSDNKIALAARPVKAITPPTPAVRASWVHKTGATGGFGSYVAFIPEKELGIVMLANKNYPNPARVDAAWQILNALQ
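AmpC (5.3 nM in the dispensed reagent) in 20 mM phosphate pH 7.0 with 0.01% (detergent screen) or 0.0001% Triton X-100 was preincubated with compounds for 15 min at room temperature. Nitrocefin was then added from an 800 uM solution, and hydrolysis was followed at 480 nm.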
HCMV inh: blocks human cytomegalovirus replication. AID 1259415. activity change, negative = inhibition, % at 57.5 µM. 4.5% of 410,000 active. HFF cells, HCMV-luciferase reporter, 72 h; active compounds read low; in the data active means activity change below about -60%; inconclusive means no clear call, values can overlap the other calls; inactive means above about -39%
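Inhibition of viral replication was scored as loss of reporter luminescence in HFFs infected with HCMV-luciferase (MOI 1 PFU/cell) for 72 h; compounds tested at 2 doses, normalized to buffer and Salinomycin controls.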
AmpC no deterg: blocks E. coli AmpC beta-lactamase in detergent-free assay. P00811. AmpC nitrocefin hydrolysis, absorbance 480 nm, 0.0001% Triton. Potency, µM (titrated, usually from 57.1 µM), without a hit: at the top dose activity change, negative = inhibition, hits mostly inhibitors. 0.52% of 330,000 active. AID 485341;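 further: potency means the concentration at half of the fitted maximal effect; plate controls were no compound for no effect and no enzyme for full effect; nearly all actives have a fitted effect of over 20% in size; some results filed as inactive show a strong effect at the top dose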
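AmpC (5.3 nM in the dispensed reagent) in 20 mM phosphate pH 7.0 with 0.01% (detergent screen) or 0.0001% Triton X-100 was preincubated with compounds for 15 min at room temperature. Nitrocefin was then added from an 800 uM solution, and hydrolysis was followed at 480 nm.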
* = called active by the depositor; u = inconclusive; x = no result given; [ ] = another dose, or the depositor's remark. Unless noted, the call rests on the fitted dose curve; in most records, active means well fitted curve in the direction sought with a large enough effect; inconclusive means small, poorly fitted or top-dose-only effect, or another doubt; inactive means no such curve, though single readings can be large; an effect the other way counts as inactive or inconclusive. Unless noted, on the % scale 0 is the no-effect control and ±100 the full control effect.

SMILES	Tb PYK inh	LmPK inh	AMA1 RON2 block	HCV inhibitor	AmpC detergent	HCMV inh	AmpC no deterg
O=C(Nc1ccc(F)cc1)Nc1nnc(-c2ccncc2)s1	-2%	-9%	-1%	25µM*	0%	-95*	-27%
CCOC(=O)N1CCC(N2Cc3cccc(C(=O)NCc4ccccn4)c3C2=O)CC1	0%	6%	15%	9%	-5%	32	29%
COc1ccc(Nc2nc(N)c([N+](=O)[O-])c(N3CCN(C)CC3)n2)cc1	0%	0%	-10%	9%	0%	58	-6%
Cc1ccc(C(=O)/C=C\C(=O)c2ccc(C)cc2)cc1	u	-26%	2%	9%	-7%	-14	-23%
COc1ccc(S(=O)(=O)c2c(O)c3ccc(C(=O)NCc4ccc(F)cc4)cc3[nH]c2=O)cc1	-20%	x	x	x	13%	4	x
CSc1ncc(C(=O)Nc2ccc(Br)cn2)c(C)n1	4%	6%	4%	-26%	-4%	-6	-30%
O=C(OCC(=O)c1c[nH]c2ccccc12)c1cc(Br)ccc1O	-1%	-4%	7%	u	-2%	20	2.2µM*
C=CCN(Cc1ccc(Br)s1)C(=O)c1ccc(OCc2c(C)noc2C)cc1	9%	x	0%	x	x	-3	x
CC(CCc1ccccc1)NC(=O)c1cc2sccc2n1C (stereo not drawn)	0%	1%	u	u	2%	16	-20%
CC1CCCC/C1=N\NS(=O)(=O)c1ccc(Br)cc1 (stereo not drawn)	5%	8%	13%	18%	u	-8	-33%
COc1ccc(C(=O)N/N=C/c2ccc(OC(=O)c3cccs3)cc2)cc1	1%	1%	-3%	16%	-7%	26	-28%
COc1cc(C#Cc2c(-c3cncn3C)n(C)c3ccc(-c4cnc(OC)nc4)cc23)cc(OC)c1	-4%	x	7%	u	-9%	4	79%[activator]
OCC[C@@H]1C[C@@H](O)[C@H](O)[C@@]2(OCCc3ccccc32)O1	-8%	-2%	-4%	18%	u	36	-9%
CCn1nc(-c2ccccc2)c2nc3ccccc3nc21	-7%	-1%	126%[activator]	-12%	u	-60*	-6%
CC1(C)C(C(=O)NN2C(=O)c3ccccc3C2=O)C1(C)C	-6%	0%	3%	u	1%	-16	-8%
CCCCCn1cc2c(c1-c1ccccc1Br)c(=O)n(C)c(=O)n2C	4%	x	x	x	25%	-3	x
O=S(=O)(c1ccc(NC(=S)N/N=C/c2ccc(Oc3ccccc3)cc2)cc1)N1CCOCC1	-2%	2%	14%	-16%	4%	-2	-37%
COc1ccc(-n2nnnc2-c2cccnc2)cc1	-6%	3%	64%[activator]	-4%	4%	39	-17%
COc1cccc(/C=C/C2=CC(C)(C)NC(=S)N2)c1	-4%	-4%	1%	-25%	-4%	-24	-32%
Cc1ccccc1NC(=O)OCCN1CCN(Cc2ccccc2)CCC1=O	-4%	0%	1%	2%[8.37 µM]	u	-33	49%

Ordered by number of heavy atoms (falling): part of the list above
SMILES	Tb PYK inh	LmPK inh	AMA1 RON2 block	HCV inhibitor	AmpC detergent	HCMV inh	AmpC no deterg
COc1cc(C#Cc2c(-c3cncn3C)n(C)c3ccc(-c4cnc(OC)nc4)cc23)cc(OC)c1	-4%	x	7%	u	-9%	4	79%[activator]
O=S(=O)(c1ccc(NC(=S)N/N=C/c2ccc(Oc3ccccc3)cc2)cc1)N1CCOCC1	-2%	2%	14%	-16%	4%	-2	-37%
CCOC(=O)N1CCC(N2Cc3cccc(C(=O)NCc4ccccn4)c3C2=O)CC1	0%	6%	15%	9%	-5%	32	29%
Cc1ccccc1NC(=O)OCCN1CCN(Cc2ccccc2)CCC1=O	-4%	0%	1%	2%[8.37 µM]	u	-33	49%
COc1ccc(C(=O)N/N=C/c2ccc(OC(=O)c3cccs3)cc2)cc1	1%	1%	-3%	16%	-7%	26	-28%
COc1ccc(Nc2nc(N)c([N+](=O)[O-])c(N3CCN(C)CC3)n2)cc1	0%	0%	-10%	9%	0%	58	-6%
CCCCCn1cc2c(c1-c1ccccc1Br)c(=O)n(C)c(=O)n2C	4%	x	x	x	25%	-3	x
O=C(OCC(=O)c1c[nH]c2ccccc12)c1cc(Br)ccc1O	-1%	-4%	7%	u	-2%	20	2.2µM*
O=C(Nc1ccc(F)cc1)Nc1nnc(-c2ccncc2)s1	-2%	-9%	-1%	25µM*	0%	-95*	-27%
CCn1nc(-c2ccccc2)c2nc3ccccc3nc21	-7%	-1%	126%[activator]	-12%	u	-60*	-6%
OCC[C@@H]1C[C@@H](O)[C@H](O)[C@@]2(OCCc3ccccc32)O1	-8%	-2%	-4%	18%	u	36	-9%
COc1cccc(/C=C/C2=CC(C)(C)NC(=S)N2)c1	-4%	-4%	1%	-25%	-4%	-24	-32%

More results:
SMILES	Tb PYK inh	LmPK inh	AMA1 RON2 block	HCV inhibitor	AmpC detergent	HCMV inh	AmpC no deterg
COc1ccccc1NS(=O)(=O)c1cccc(C(=O)NCC(C)(C)N2CCOCC2)c1	-6%	-1%	-17%	2%	-15%	u	-1%
CCOCCCNC(=O)c1ccc(Cn2c(=O)[nH]c3ccsc3c2=O)cc1	-6%	-3%	2%	-9%	7%	-39	-12%
CCN(C(=O)COC(=O)c1ccccc1Cc1ccccc1)C1CCS(=O)(=O)C1 (stereo not drawn)	-17%	x	20%	u	0%	x	111%[activator]
COCCNC(=O)CN(C(=O)CCC(=O)Nc1ccccn1)c1ccccc1F	2%	2%	-5%	4%	-5%	-15	35%
O=C(Nc1nc(-c2ccc(S(=O)(=O)N3CCCC3)cc2)cs1)c1cccs1	-6%	0%	0%	u	2%	-87*	-30%
CCCCNC(=O)CCCn1c(=O)c2ccccc2n(Cc2c(C)cc(C)cc2C)c1=O	0%	x	x	x	5%	-2	x
COC(=O)C1C(O)=C(C=NCC(C)N=CC2=C(O)C(C(=O)OC)C(C)(C)CC2=O)C(=O)CC1(C)C (stereo not drawn)	6%	-5%	0%	3%	-14%	5	14%
O=[N+]([O-])c1cccc(OCCN2CCC(Cc3ccccc3)CC2)c1	4%	-7%	-27%	-25%	u	-25	25%
N#CC(c1ccc(Cl)cc1)(c1ncc(C(F)(F)F)cc1Cl)N1CCOCC1 (stereo not drawn)	-2%	0%	6%	21%	2%	-22	23%
O=C(c1ccc(Cl)cc1)N1CCN(c2ccnc3cc(Cl)ccc23)CC1	4%	2%	-7%	u	2%	u	106%[activator]
Cc1ccc(C(=O)NC(=S)Nc2ccccc2C(F)(F)F)cc1	8%	1%	-5%	u	-5%	-9	-30%
COc1cccc(-n2nnnc2SCC(=O)NC2CCCCC2)c1	0%	0%	-9%	-12%	4%	-25	-8%
CCCN(CCC)C1CCc2cccc(O)c2C1 (stereo not drawn)	4%	x	-1%	-3%	x	-5	x
COC(=O)C1=CN(C)C=C(C(=O)OC)C1c1ccsc1	5%	1%	3%	1%	0%	0	-9%
CCCOc1ccc(C(=O)Nc2ccc3oc(-c4ccncc4)nc3c2)cc1	-3%	x	x	x	8%	u	x
CCCn1nnc(NC(=O)COc2ccc(Cl)cc2)n1	-9%	2%	20%	3%	6%	14	x
CC(=O)Nc1ccc(NC(=O)C(C)OC(=O)CNS(=O)(=O)/C=C/c2ccc(C)cc2)cc1 (stereo not drawn)	-7%	x	-7%	-6%	u	-1	-18%
COc1ccc(-c2nnnn2C(C)C)cc1	5%	0%	15%	26%	-2%	9	7%
CC(CCc1ccccc1)NC(=O)COC(=O)CC1CC2CCC1C2 (stereo not drawn)	-6%	-6%	15%	15%	-10%	5	29%
CCc1nnc(NC(=O)c2ccc(S(=O)(=O)N3CCCC3)cc2)s1	-5%	3%	-1%	21%	u	17	-6%

Compound profiles, from the list above.
CCCN(CCC)C1CCc2cccc(O)c2C1 (stereo not drawn) across the screens: Tb PYK inh = 4%; LmPK inh = x; AMA1 RON2 block = -1%; HCV inhibitor = -3%; AmpC detergent = x; HCMV inh = -5; AmpC no deterg = x
C=CCN(Cc1ccc(Br)s1)C(=O)c1ccc(OCc2c(C)noc2C)cc1 across the screens: Tb PYK inh = 9%; LmPK inh = x; AMA1 RON2 block = 0%; HCV inhibitor = x; AmpC detergent = x; HCMV inh = -3; AmpC no deterg = x

Further structures follow:
SMILES	Tb PYK inh	LmPK inh	AMA1 RON2 block	HCV inhibitor	AmpC detergent	HCMV inh	AmpC no deterg
FC(F)(F)c1cccc(N2CCN(c3nc4ccccc4n4cnnc34)CC2)c1	-6%	x	x	x	21%	u	x
CCOC(=O)c1c(NC(=O)Cn2nc([N+](=O)[O-])c(Br)c2C)sc2c1CCC(C)C2 (stereo not drawn)	-14%	3%	-8%	u	-10%	27	-11%
Cn1cc(C(=O)NCc2cccnc2)c(=O)c2cc(S(=O)(=O)N3CCCCCC3)ccc21	x	8%	x	x	-4%	x	-6%
COC(=O)/C(=C\c1ccc([N+](=O)[O-])o1)NC(=O)c1ccccc1	6%	-6%	-4%	u	-4%	-33	-15%
CCOc1ccc(/C=C/C(=O)Nc2ccc3[nH]c(=O)[nH]c3c2)cc1	-8%	-4%	-10%	3%	-10%	-16	2%
Cn1c(SCC(=O)NCC2CCCO2)nnc1-c1cccc(NC(=O)c2ccccc2F)c1 (stereo not drawn)	0%	4%	22%	-8%	4%	-4	9%
CCCN1C(=O)c2ccccc2NC1c1ccc(C)cc1 (stereo not drawn)	2%	1%[11.5 µM]	-8%	-4%	3%	2	-22%
O=C(CCN1C(=O)c2cccc3cccc(c23)C1=O)NCc1cccnc1	-1%	0%	4%	-2%	3%	u	-19%
CC1(C(=O)Nc2nccs2)CCN1C(=O)C1(c2ccccc2)CC1 (stereo not drawn)	0%	x	-5%	x	x	-36	x
O=C(COC(=O)/C=C/c1cccc(C(F)(F)F)c1)NC1CCS(=O)(=O)C1 (stereo not drawn)	0%	x	6%	6%	8%	-33	114%[activator]
COc1cc(CNC2CCCCCCC2)cc(Cl)c1OC	-7%	-2%	5%	-7%	-7%	-14	36%
COCCn1c(=O)[nH]c2cc(C(=O)N3CCN(c4cccc(C(F)(F)F)c4)CC3)ccc2c1=O	-4%	1%	-8%	u	-4%	-9	62%[activator]
C=C(C)COc1cc2oc(=O)c(CC(=O)N3C[C@H]4C[C@@H](C3)c3cccc(=O)n3C4)c(C)c2cc1Cl	-3%	1%	-2%	u	-9%	-21	140%[activator]
